PAFAH1B2 FP inh: PAFAH1B2 (human) inhibition; recombinant PAFAH1B2, FP-rhodamine activity probe, fluorescence polarization; inhibition, % at 3.39 µM; actives 1.2% (n = 340,000); AID 492953;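 active means inhibition above the mean of all tested compounds plus 3 SD, cut at about 24% in these data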;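 further: 0% = enzyme with DMSO and 100% = wells lacking PAFAH1B2; many of its hits are not listed in these tables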
Target sequence (P68402 whole entry, looked up): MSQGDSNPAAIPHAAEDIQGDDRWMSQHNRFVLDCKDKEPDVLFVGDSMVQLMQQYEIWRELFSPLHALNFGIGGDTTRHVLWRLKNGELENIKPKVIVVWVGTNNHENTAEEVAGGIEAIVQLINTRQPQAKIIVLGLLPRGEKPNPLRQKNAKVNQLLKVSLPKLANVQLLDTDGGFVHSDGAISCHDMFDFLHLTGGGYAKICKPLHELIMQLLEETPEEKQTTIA
LYPLA2 counter: counter-screen for PME1 inhibitors: inhibitors of human LYPLA2 | O95372 | recombinant LYPLA2, FP-Rh probe fluorescence polarization | inhibition, % at 5.9 µM | actives 0.38% (n = 320,000) | AID 2177;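 active means inhibition above the screen-wide mean plus 3 SD, limit set per campaign, cut at about 26% in these data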;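 further: 0% = LYPLA2 with DMSO and 100% = wells lacking LYPLA2 enzyme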
Target sequence (O95372 whole entry, looked up): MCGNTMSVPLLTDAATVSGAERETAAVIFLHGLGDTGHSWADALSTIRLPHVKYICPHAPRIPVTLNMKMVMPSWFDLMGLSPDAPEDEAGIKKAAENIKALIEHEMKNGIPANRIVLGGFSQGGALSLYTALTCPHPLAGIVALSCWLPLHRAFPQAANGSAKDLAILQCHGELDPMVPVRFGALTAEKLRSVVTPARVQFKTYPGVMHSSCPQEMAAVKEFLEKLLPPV
ZTA counter: ZTA (EBV) inhibition in EBNA-1 counter-screen. P03206. ZTA-DNA binding, fluorescence polarization. inhibition, % at 11 µM. actives 0.15% (n = 320,000). AID 2234; in the data active means inhibition above about 33%
Target sequence (P03206 whole entry, looked up): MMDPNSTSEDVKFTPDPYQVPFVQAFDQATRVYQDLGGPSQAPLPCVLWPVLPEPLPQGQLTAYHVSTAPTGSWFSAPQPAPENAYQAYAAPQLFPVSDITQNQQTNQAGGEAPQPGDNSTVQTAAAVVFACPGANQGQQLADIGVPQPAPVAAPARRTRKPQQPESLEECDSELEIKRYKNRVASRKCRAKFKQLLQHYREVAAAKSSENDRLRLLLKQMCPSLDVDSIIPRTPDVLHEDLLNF
EBNA-1 inhibitor: blocks EBNA-1 binding to DNA; EBNA-1 DNA binding, fluorescence polarization; inhibition, % at 14.8 µM; actives 0.34% (n = 300,000); AID 1950; in the data active means inhibition above about 28%
PAFAH1B3 FP inh: inhibitors of human PAFAH1B3; inhibition, % at 3.39 µM; recombinant PAFAH1B3, FP-rhodamine probe, fluorescence polarization; AID 492972; actives 0.28% (n = 340,000);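 active means inhibition above the screen-wide average of all tested compounds plus 3 SD, cut at about 25% in these data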;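 further: 0% = enzyme with DMSO only and 100% = wells lacking PAFAH1B3 protein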
LYPLA1 inh: counter-screen for PME1 inhibitors: inhibitors of human LYPLA1; recombinant LYPLA1, FP-Rh probe fluorescence polarization; inhibition, % at 5.9 µM; actives 0.16% (n = 320,000); AID 2174;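 active means inhibition above the mean of all tested compounds plus 3 SD, set per campaign, cut at about 14% in these data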;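 further: inhibitors block serine hydrolase probe labeling of LYPLA1 so polarization falls; 0% = enzyme with DMSO and 100% = wells lacking LYPLA1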
Target sequence (O75608 whole entry, looked up): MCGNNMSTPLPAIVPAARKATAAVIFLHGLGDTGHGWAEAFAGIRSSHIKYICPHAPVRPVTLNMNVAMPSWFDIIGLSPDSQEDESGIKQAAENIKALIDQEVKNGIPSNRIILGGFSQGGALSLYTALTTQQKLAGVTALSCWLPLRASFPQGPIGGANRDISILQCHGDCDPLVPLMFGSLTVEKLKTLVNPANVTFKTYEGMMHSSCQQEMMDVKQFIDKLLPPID
pPAFAH inh: pPAFAH (human) enzyme inhibition; Q13093; recombinant pPAFAH, FP-rhodamine probe fluorescence polarization; inhibition, % at 3.39 µM; actives 1.5% (n = 330,000);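 active means inhibition above the mean inhibition across the screen plus 3 SD, cut at about 25% in these data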;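 further: inhibitors block binding of the rhodamine activity-based probe so polarization drops; 0% = enzyme with DMSO and 100% = wells lacking pPAFAH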
PAFAH2 inh: inhibitors of human PAFAH2; inhibition, % at 3.39 µM; AID 492956; actives 0.99% (n = 340,000); recombinant PAFAH2, FP-rhodamine activity probe, fluorescence polarization;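 active means inhibition above the mean over all tested compounds plus 3 SD, cut at about 30% in these data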;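 further: inhibitors block probe labeling of enzyme so polarization drops; 0% = enzyme with DMSO and 100% = wells lacking PAFAH2 protein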
PREPL inhibitor: inhibits the human prolyl oligopeptidase-like enzyme. actives 0.68% (n = 320,000). inhibition, % at 5.96 µM. recombinant PREPL, fluorescence polarization activity-based probe. Q4J6C6. AID 2751; in the data active means inhibition above about 43%;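 further: 0% = enzyme with DMSO and 100% = wells lacking enzyme; many of its hits are not listed in these tables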
Starred values were filed as active, the others as inactive; . = no result given. The list is partial. The share of hits here may be higher or lower than overall.

SMILES	PAFAH1B2 FP inh	LYPLA2 counter	ZTA counter	EBNA-1 inhibitor	PAFAH1B3 FP inh	LYPLA1 inh	pPAFAH inh	PAFAH2 inh	PREPL inhibitor
Cc1cccc(NC(=O)C2SC(=Nc3c(C)cccc3C)C(C(=O)N3CCOCC3)=C2N)c1 (configuration not stated)	3	7	-21	-4	6	0	0	-5	-3
OCCN=C1CCCc2c1[nH]c1ccc(Cl)cc21	0	-6	1	-10	4	-5	12	-2	11
Cc1cc(N2CCCC2=O)ccc1S(=O)(=O)Nc1c(C)nn(C)c1C	8	8	13	5	7	0	0	2	-8
COc1cccc2cc(C(=O)Nc3ccc(S(=O)(=O)NCC4CCCO4)cc3)c(=O)oc12 (configuration not stated)	0	7	13	3	0	0	13	6	0
Cc1cc(F)ccc1NC(=O)C1CSC2(C)CCC(=O)N12 (configuration not stated)	1	-1	-2	8	-1	2	0	7	-4
CCN1C(=O)/C(=C\N2CCN(C)CC2)SC1=S	4	-7	3	4	7	-2	1	1	1
O=C(NCCF)[C@H]1C[C@@H]1[C@H](NP(=O)(c1ccccc1)c1ccccc1)c1ccccc1	-1	2	-1	0	1	-1	-1	-2	7
COc1ccc(NC(=O)c2ccc3nc(C)sc3c2)cc1	-4	3	4	-8	7	2	-5	-5	11
O=C(NCc1cc(C(F)(F)F)cc(C(F)(F)F)c1)C12CN(Cc3ccccc3)CC1C(c1cccc([N+](=O)[O-])c1)=NO2 (configuration not stated)	1	-16	3	-4	-10	-7	0	-11	-11
c1ccc(-c2nc(NCc3cccnc3)c3ccccc3n2)cc1	4	5	-5	-14	12	1	1	1	3
Cc1ccc(C(=O)N/C(=C\c2ccc(-c3cc(Cl)ccc3Cl)o2)C(=O)NCc2cccnc2)cc1	-4	-8	5	7	-4	-15	8	-7	-21
CC(=O)Oc1ccc2c(c1)c(C(C)=O)c(C)n2C	1	-3	3	6	3	-3	5	-2	0
CCN1CCN(CCC(=O)Nc2cc(C)ccc2C)CC1	-1	-3	-11	-5	11	1	0	-2	6
CC(=O)Nc1cc(NC(C)=O)cc(C(=O)OC(C)C(=O)Nc2ccc(S(=O)(=O)N3CCCC3)cc2)c1 (configuration not stated)	2	-4	7	6	7	-4	2	0	0
Cc1cc(C)nc(SCC(=O)Nc2ncc(Cc3ccc(Cl)c(Cl)c3)s2)n1	-4	-6	16	-1	-3	-3	6	-7	-33
CCOC(=O)c1c(-c2cccc(C)c2)csc1NC(=O)C1CC=CCC1C(=O)O (configuration not stated)	0	-5	2	2	-5	0	18	14	-6
CC(C)(C)NNC(=S)Nc1cccc(C(F)(F)F)c1	5	1	-20	-4	8	0	0	-1	18
COc1ccc(C(CNC(=O)c2oc3ccc(Cl)cc3c2C)N2CCCCC2)cc1 (configuration not stated)	5	4	9	4	4	5	-1	5	14
CCOC(=O)c1c(C)[nH]c(C(=O)/C(C#N)=C/c2ccc(OC(F)F)c(OC)c2)c1C	0	-18	-10	-5	8	-6	1	6	4
CCC1(C)SC(N)=NN1C(C)=O (configuration not stated)	0	-5	0	-8	2	1	-3	-7	9
O=C1CC(C(=O)N2CCN(S(=O)(=O)c3cccc(F)c3)CC2)CN1Cc1ccccc1Cl (configuration not stated)	-1	7	-1	3	8	-1	5	9	16
Cc1cc(C(=O)O)c(C)n1-c1ccccc1	5	3	14	20	9	2	3	0	10
O=C(Cc1ccccc1)N1CCN=C1SCc1ccc([N+](=O)[O-])cc1	12	13	7	4	5	2	5	5	17
CCCCNC(=O)c1cn(CC)c2cc(N3CCN(C(=O)c4ccco4)CC3)c(F)cc2c1=O	-4	-3	-3	-23	2	-10	4	5	-11
COC(=O)c1cc(OC)c(OC)cc1NC(=O)c1cc(OC)cc(OC)c1	-4	0	12	9	2	0	-3	3	-7
CCN(Cc1ccccc1)C(=O)CCc1nnc(CCCc2ccccc2)o1	26*	16	2	-1	10	3	1	-8	5
CC(C)C(C)NC(=O)COn1nnc2ccc(S(=O)(=O)N3CCOCC3)cc21 (configuration not stated)	-3	-2	-6	.	10	2	1	1	8
COC(=O)COc1ccc(S(=O)(=O)Nc2ccc3c(c2)OCO3)cc1	-1	-9	4	-11	-2	-5	2	3	12
CC(C)C(=O)NN(C(=O)c1ccccc1)c1ccccc1	0	9	-7	-13	2	-2	-1	2	-13
Cc1ccccc1Cn1nc(C)c(NC(=O)c2cc(CC(C)C)on2)c1C	-1	-4	6	1	-3	1	5	1	7
COc1ccc(/C=N/NC(=O)c2ccc(COc3ccccc3Cl)o2)cc1	1	4	-8	3	5	-6	7	1	-5
O=C1CCCC2=C1C(c1ccccc1)C1C(=O)c3ccccc3C1=N2 (configuration not stated)	9	1	3	4	3	-2	6	5	12
CC(=O)c1ccc(N2CCN(S(=O)(=O)c3ccc4c(c3)CC(=O)N4C)CC2)cc1	3	5	-3	3	0	2	11	0	13
C/C(=N\Nc1cc(N2CCOCC2)nc(C)n1)c1cccc([N+](=O)[O-])c1	-5	0	0	2	10	0	-3	1	13
O=C(CCNS(=O)(=O)c1ccc(Cl)cc1)OCC(=O)c1ccc[nH]1	16	0	-7	5	-2	0	18	3	-7
Cc1ccc2nc(CCc3nc4ccc(C)cc4o3)oc2c1	0	-2	4	7	3	0	3	8	-4
CCOC(=O)c1c(S(=O)(=O)N2c3ccccc3CC2C)c(C)n(C)c1C (configuration not stated)	3	4	-20	-1	4	-1	9	-1	1
CCOC(=O)NCc1cc(-c2nn(C)c(=O)c3ccccc23)ccc1C	-1	-2	8	3	2	0	-2	0	-8
CCOC(=O)c1c(C)[nH]c(C(=O)CSc2nc(C)cc(C)n2)c1C	5	-1	1	4	0	-7	-2	1	-6
Cc1noc(/C=C/N(C)C)c1S(=O)(=O)N1CCCC(C(=O)NCc2ccccc2Cl)C1 (configuration not stated)	8	-12	16	0	1	-5	4	2	24
Nn1c(SCc2ccccc2)nc2ccccc21	-1	-1	1	-4	4	3	4	11	0
CN(C)c1ccc(Nc2ncnc3ccc(Br)cc23)cc1	5	0	2	9	5	4	4	5	8
Cn1c(N2CCOCC2)c(C#N)c2ccccc21	5	1	-3	2	5	0	1	-5	-3
COc1ccc(CCNC(=O)CSc2n[nH]c(N)n2)cc1OC	2	-3	8	2	6	4	2	5	-6
CC(C)[C@H](NC(=O)C1CCN(S(=O)(=O)c2ccc(F)cc2)CC1)C(=O)N1CCCCCC1	0	-5	7	-3	-6	2	0	0	13
CC(C)OCCCNC(=O)c1ccc(C2SCC(=O)N2Cc2ccco2)cc1 (configuration not stated)	-1	6	-1	-5	5	4	4	-17	18
CC(=O)Nc1cc([N+](=O)[O-])ccc1N1CCOCC1	-2	-2	2	3	7	1	1	1	-4
O=C(COC(=O)c1ccc2c(c1)OCCO2)Nc1ccc(F)cc1F	6	.	.	.	6	.	14	77*	5
NC(=O)c1ccc(-c2nnc(Nc3ccc(S(N)(=O)=O)cc3)c3ccccc23)cc1	6	4	5	-1	4	-4	-2	-7	6
COc1ccccc1CCC(=O)OCC(=O)Nc1ccc(C)c(S(=O)(=O)N2CCCCC2)c1	-1	-40	5	3	-8	-11	14	16	-5
CCN(CCO)c1ncnc2c1sc1nc(CC(C)C)c3c(c12)CC(C)(C)OC3	-4	1	27	0	2	-3	3	-2	-11
Nc1nnc(/C=C/c2ccccc2)s1	5	6	-1	-4	2	2	0	4	-4
O=c1[nH]c(CN2CCOCC2)nc2scc(-c3ccccc3)c12	1	-11	5	-7	1	-4	2	-5	9
O=C(Nc1nnc(SCc2cccc(F)c2)s1)c1ccco1	6	7	-1	6	10	8	1	4	4
C=C(C)CN=C1NN=C(c2cc(C)n(-c3ccc(C)cc3)c2C)CS1	1	-5	0	11	3	-2	8	3	11
CCOC(=O)N1CCN(S(=O)(=O)N2CCCC(C(=O)NCCc3ccc(C)cc3)C2)CC1 (configuration not stated)	3	-5	8	-5	10	-3	6	3	21
CSc1nc(Cl)cc(Nc2ccccc2N)n1	2	4	-6	-8	6	3	7	4	-6
CCOC(=O)C1CCN(S(=O)(=O)C(F)(F)c2nc3ccccc3s2)CC1	4	5	3	8	-1	3	1	0	14
COC(=O)C1CCN(C(=O)c2ccc(Cl)c(S(=O)(=O)NCc3cccnc3)c2)CC1	-2	-2	1	-4	1	1	-3	-5	-5
CC(Oc1ccc(Cl)cc1)C(=O)NNC(=S)NC(=O)c1ccco1 (configuration not stated)	26*	-3	9	6	3	-5	0	6	-2

In the list so far, 11 have fluorine:
SMILES	PAFAH1B2 FP inh	LYPLA2 counter	ZTA counter	EBNA-1 inhibitor	PAFAH1B3 FP inh	LYPLA1 inh	pPAFAH inh	PAFAH2 inh	PREPL inhibitor
Cc1cc(F)ccc1NC(=O)C1CSC2(C)CCC(=O)N12 (configuration not stated)	1	-1	-2	8	-1	2	0	7	-4
O=C(NCCF)[C@H]1C[C@@H]1[C@H](NP(=O)(c1ccccc1)c1ccccc1)c1ccccc1	-1	2	-1	0	1	-1	-1	-2	7
O=C(NCc1cc(C(F)(F)F)cc(C(F)(F)F)c1)C12CN(Cc3ccccc3)CC1C(c1cccc([N+](=O)[O-])c1)=NO2 (configuration not stated)	1	-16	3	-4	-10	-7	0	-11	-11
CC(C)(C)NNC(=S)Nc1cccc(C(F)(F)F)c1	5	1	-20	-4	8	0	0	-1	18
CCOC(=O)c1c(C)[nH]c(C(=O)/C(C#N)=C/c2ccc(OC(F)F)c(OC)c2)c1C	0	-18	-10	-5	8	-6	1	6	4
O=C1CC(C(=O)N2CCN(S(=O)(=O)c3cccc(F)c3)CC2)CN1Cc1ccccc1Cl (configuration not stated)	-1	7	-1	3	8	-1	5	9	16
CCCCNC(=O)c1cn(CC)c2cc(N3CCN(C(=O)c4ccco4)CC3)c(F)cc2c1=O	-4	-3	-3	-23	2	-10	4	5	-11
CC(C)[C@H](NC(=O)C1CCN(S(=O)(=O)c2ccc(F)cc2)CC1)C(=O)N1CCCCCC1	0	-5	7	-3	-6	2	0	0	13
O=C(COC(=O)c1ccc2c(c1)OCCO2)Nc1ccc(F)cc1F	6	.	.	.	6	.	14	77*	5
O=C(Nc1nnc(SCc2cccc(F)c2)s1)c1ccco1	6	7	-1	6	10	8	1	4	4
CCOC(=O)C1CCN(S(=O)(=O)C(F)(F)c2nc3ccccc3s2)CC1	4	5	3	8	-1	3	1	0	14

Compound activity: PubChem, The Scripps Research Institute Molecular Screening Center
